Screening data (PubChem)
RGS4 inh = human RGS4 inhibition; AID 463165; 310,000 tested, 0.45% active; P49798; HEK293 M3R/RGS4 inducible, Fluo-4 calcium flux; stronger effect = higher value; triggered by carbachol at its EC20; B-score at 10 µM;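 active means B-score, a plate-corrected calcium signal, over three deviations above library mean, with baseline fluorescence within five deviations of library mean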;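 further: RGS4 expression induced by doxycycline in cells with stable M3 receptor; B-score is computed from the integrated fluorescence ratio over baseline after carbachol; higher B-score means a larger calcium signal and so more RGS4 inhibition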
Target sequence (P49798 whole entry, looked up): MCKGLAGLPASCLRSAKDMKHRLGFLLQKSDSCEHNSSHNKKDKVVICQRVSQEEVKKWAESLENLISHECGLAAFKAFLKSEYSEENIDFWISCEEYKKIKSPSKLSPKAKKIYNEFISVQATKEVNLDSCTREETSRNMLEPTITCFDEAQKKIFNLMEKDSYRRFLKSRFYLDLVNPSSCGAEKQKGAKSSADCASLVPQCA
TRPC4 act = activators of mouse TRPC4 channel; Q9QUQ5; HEK293 TRPC4beta/mu-opioid, Fluo4 calcium fluorescence; stronger effect = higher value; B-score at 10 µM; 310,000 tested, 0.49% active; AID 2237;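 active means B-score above 5 SD of library B-scores, and initial fluorescence ratio not above library mean plus 5 SD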;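 further: positive B-score marks a calcium rise read as TRPC4 activation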
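Assay system: HEK293 stable line with TRPC4beta plus mu-opioid receptor; schedule: 45 min room-temperature Fluo4 loading, 110 s read; technique: kinetic Fluo4 calcium fluorescence; evaluation: integrated baseline-normalised fluorescence ratio, converted to per-well B score; controls: buffer (low) and maximal DAMGO (high)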
TRPC4 inh = TRPC4 (mouse) channel inhibition. Q9QUQ5. HEK293 TRPC4beta/mu-opioid, DAMGO-evoked Fluo4 calcium flux; stronger effect = lower value. B-score at 10 µM. 300,000 tested, 0.39% active. AID 2247;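 active means B-score over 3 SD under the library average, no early fluorescence shift, positive overall ratio signal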
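Signal: kinetic Fluo4 fluorescence imaging of calcium influx. Material: stable TRPC4beta/mu-opioid receptor HEK293 cells. Probe or stimulus: DAMGO in two steps, submaximal then maximal.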
TRPC4 potent = TRPC4 (mouse) allosteric potentiation; B-score at 10 µM; HEK293 TRPC4beta/mu-opioid, DAMGO EC20, Fluo-4 Ca2+ flux; stronger effect = higher value; 310,000 tested, 0.42% active; AID 2227; Q9QUQ5;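 active means B-score of calcium response area above 5 SD of library B-scores, with initial fluorescence ratio within 5 SD of library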;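 further: B-score of integrated fluorescence ratio over time as area under calcium response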
TMEM16A act = mouse TMEM16A channel activation, primary screen | Q8BHY3 | HEK293 TMEM16A/YFP-H148Q/I152L, iodide quench fluorescence; stronger effect = lower value | B-score at 10 µM | 340,000 tested, 0.3% active | AID 623877;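 active means fluorescence-ratio B-score plate-corrected deviation score at least 3 library SD below zero, with starting fluorescence score within 5 deviations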;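 further: channel opened by trigger with iodide after compound preincubation; score built on the fluorescence ratio of max minus min over baseline; more negative score means more quench and so TMEM16A activation or potentiation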
MrgX1 agonist = human MrgX1 receptor agonism, primary screen; Q96LB2; MrgX1-HEK293 cells, Fluo-4 calcium fluorescence, agonist mode; stronger effect = higher value; B-score at 10 µM; 310,000 tested, 0.44% active; AID 588627;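 active means calcium response B-score plate-corrected fluorescence ratio at least 3 library SD, with starting fluorescence B-score inside 5 SD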
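Test system: HEK293 cells stably expressing human MrgX1 receptor; Input: fifteen thousand cells per well; Dosing: compound delivered in addition one of three; Schedule: overnight seeding, then 1 h dark dye loading; Technique: Fluo-4 NW calcium fluorescence; Measure: B-scored fluorescence response ratio; Controls: positive and negative controls per plate.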
MrgX1 antag = blocks BAM8-22 activation of human MrgX1 receptor. MRGX1-HEK293 calcium flux, Fluo-4, BAM8-22 antagonism; stronger effect = lower value. Q96LB2. B-score at 10 µM. 310,000 tested, 1.3% active;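 active means calcium-response B-score plate-corrected more than 3 library SD below zero, starting fluorescence within 5 deviations, no agonist response on first addition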;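 further: peak minus trough fluorescence over baseline after final BAM8-22 challenge near maximal dose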
TRPC6 inhibitor = blocks the mouse TRPC6 cation channel; Q61143; HEK293-TRPC6, membrane potential dye, ACh-evoked depolarization; stronger effect = lower value; B-score at 10 µM; 310,000 tested, 1.1% active;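 active means B-score under library mean minus 3 SD, initial fluorescence not abnormally high, positive integrated signal ratio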;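 further: B-score derived from integrated fluorescence ratio over the kinetic read; more negative B-score means stronger inhibition of depolarization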
Target sequence (Q61143 whole entry, looked up): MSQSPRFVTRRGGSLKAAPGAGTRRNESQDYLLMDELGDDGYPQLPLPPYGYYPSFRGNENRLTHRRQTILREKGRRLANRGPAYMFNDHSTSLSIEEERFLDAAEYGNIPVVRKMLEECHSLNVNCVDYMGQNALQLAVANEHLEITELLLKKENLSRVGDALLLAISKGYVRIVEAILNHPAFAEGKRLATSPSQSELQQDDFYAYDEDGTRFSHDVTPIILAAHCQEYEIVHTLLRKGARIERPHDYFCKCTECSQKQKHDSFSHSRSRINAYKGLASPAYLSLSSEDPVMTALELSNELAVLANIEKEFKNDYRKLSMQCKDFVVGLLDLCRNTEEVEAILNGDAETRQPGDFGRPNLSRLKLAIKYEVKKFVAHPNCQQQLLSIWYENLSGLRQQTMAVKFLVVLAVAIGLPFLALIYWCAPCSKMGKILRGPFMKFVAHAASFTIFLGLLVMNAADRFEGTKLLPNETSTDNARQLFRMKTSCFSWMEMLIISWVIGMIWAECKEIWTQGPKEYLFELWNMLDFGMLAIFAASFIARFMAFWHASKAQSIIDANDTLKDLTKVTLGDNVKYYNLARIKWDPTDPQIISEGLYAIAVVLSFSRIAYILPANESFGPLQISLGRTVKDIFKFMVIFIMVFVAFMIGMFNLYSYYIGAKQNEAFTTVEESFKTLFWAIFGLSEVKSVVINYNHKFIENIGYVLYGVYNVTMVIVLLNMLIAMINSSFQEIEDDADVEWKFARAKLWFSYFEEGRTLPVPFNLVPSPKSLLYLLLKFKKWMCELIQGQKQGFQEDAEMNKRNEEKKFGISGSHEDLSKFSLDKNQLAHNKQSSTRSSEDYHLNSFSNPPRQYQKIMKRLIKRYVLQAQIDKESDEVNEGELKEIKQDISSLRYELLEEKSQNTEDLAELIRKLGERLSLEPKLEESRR
ANO1 block = blocks the mouse calcium-activated chloride channel TMEM16A; Q8BHY3; HEK293 TMEM16A/YFP iodide influx fluorescence, ionomycin; normalized B-score (activity score, 25-100; higher = stronger inhibition) at 10 µM; 310,000 tested, 1.2% active; AID 588511;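 active means ratio plate-corrected score three or more library SD toward inhibition, starting fluorescence score within five deviations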;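 further: score derived from kinetic fluorescence span divided by baseline fluorescence per well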
TRPC6 activator = mouse TRPC6 channel activation | Q61143 | HEK293-TRPC6 membrane potential dye fluorescence; stronger effect = higher value | B-score at 10 µM | 310,000 tested, 0.13% active | AID 2550;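 active means B-score of the integrated fluorescence ratio above library mean plus 3 SD, and starting fluorescence ratio within library mean plus 5 SD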;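 further: higher score means more depolarization so channel activation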
MrgX1 PAM = human MrgX1 positive allosteric modulation, primary screen | B-score at 10 µM | Q96LB2 | AID 588675 | MrgX1-HEK293, Fluo-4 calcium flux, FDSS; stronger effect = higher value | 310,000 tested, 0.63% active;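 active means plate-corrected calcium response at least 3 library SD above typical, normal starting fluorescence, not activating the receptor alone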;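 further: compound read alongside a low EC10 to EC30 dose of BAM8-22 agonist; peak minus trough fluorescence over baseline measured at the second addition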
Numbers without * were called inactive; i = inactive; x = not tested or not shown.

No.	SMILES	RGS4 inh	TRPC4 act	TRPC4 inh	TRPC4 potent	TMEM16A act	MrgX1 agonist	MrgX1 antag	TRPC6 inhibitor	ANO1 block	TRPC6 activator	MrgX1 PAM
1	CCC(=O)OCc1c(C(F)(F)F)nn(C)c1Sc1ccc(Cl)cc1	i	i	i	i	i	i	i	i	i	i	i
2	Cc1ccc(OC(=O)c2ccncc2)c(C)c1	i	i	i	i	i	i	i	i	i	i	i
3	Cc1c(C)c2ccc(OCC(=O)Nc3cccnc3)c(C)c2oc1=O	i	i	i	i	i	i	i	i	i	i	i
4	CCCCN(CC)S(=O)(=O)N1CCC(C(=O)NCCCN2CCOCC2)CC1	i	i	i	i	i	i	i	i	i	i	i
5	COc1ccc(-c2[nH]ncc2/C=N/NC(=O)c2ccc(Br)cc2)c(OC)c1	i	i	i	i	i	i	i	i	i	i	i
6	COc1cc(/C=N/NC(=O)c2ccncc2)ccc1O	i	i	i	i	i	i	i	i	i	i	i
7	COCCCNC(=O)/C(C#N)=C/c1c(N2CCN(c3ccc(OC)cc3)CC2)nc2c(C)cccn2c1=O	i	i	i	i	i	i	i	i	i	i	i
8	CCn1c(O)c(/C=C2\C=NN=C2c2ccc(C)cc2)sc1=S	i	i	i	i	i	i	i	i	i	i	i
9	O=C(NNC1=NCCC1)c1cccc(S(=O)(=O)N2CCOCC2)c1	i	i	i	i	i	i	i	i	i	i	i
10	Cc1cc(=O)oc2ccc(OC(=O)CN3C(=O)c4cccc([N+](=O)[O-])c4C3=O)cc12	i	i	i	i	i	i	i	i	i	i	i
11	N#CCCN(Cc1cccs1)C(=O)c1ccc(Cl)cc1	i	i	i	i	i	i	i	i	i	i	i
12	COc1ccc(Br)cc1CN(C)CC(=O)Nc1cc(Cl)cc(Cl)c1	i	i	i	i	i	i	i	i	i	i	i
13	CCCCOc1ccc(C(=O)N/C(=C/C=C/c2ccccc2)C(=O)N2CCOCC2)cc1	i	i	i	i	i	i	i	i	i	i	i
14	Cc1cc2c(C)c(C)c(=O)[nH]c2cc1N	i	i	i	i	i	i	i	i	i	i	i
15	CN1C(=O)C(O)(C2COC(C)(C)CC2=O)c2ccccc21 (configuration not stated)	i	i	i	i	i	i	i	i	i	i	i
16	O=C(COc1cccnc1[N+](=O)[O-])NC1CCS(=O)(=O)C1 (configuration not stated)	i	i	i	i	i	i	i	i	i	i	i
17	CCOc1ccc(N2CC(C(=O)NCCN3C(=O)S/C(=C\c4ccc(OC)c(OC)c4)C3=O)CC2=O)cc1 (configuration not stated)	i	i	i	i	i	i	i	i	i	i	i
18	CCn1c(Cc2ccc(OC)cc2)nnc1SCC(=O)NC1CC1	i	i	i	i	i	i	i	i	i	i	i
19	COc1ccc(S(=O)(=O)N2CCN(Cc3cccc(OC)c3OC)CC2)cc1	i	i	i	i	i	i	i	i	i	i	i
20	O=C(CSc1ccc(-c2ccc(F)cc2)nn1)NC1CCCCC1	i	i	i	i	i	i	i	i	i	i	i
21	COc1ccccc1N1CCN(CC(O)COc2ccc(C)cc2C)CC1 (configuration not stated)	i	i	i	i	i	i	i	i	i	i	i
22	CCOC(=O)N1CCN(c2ccc(O)cc2)CC1	i	i	i	i	i	i	i	i	i	i	i
23	Cc1ccc(N2C(N)=C(C#N)C(c3cccnc3)C3=C2CC(C)(C)CC3=O)cc1 (configuration not stated)	i	i	i	i	i	i	i	i	i	i	i
24	Cc1c(C#N)c(N=CN(C)C)c(C(=O)c2ccc(Br)cc2)n1-c1ccc(Cl)cc1	i	i	i	i	i	i	i	i	i	i	i
25	COc1cc2[nH]c(=O)n(CCC(=O)NCc3cccnc3)c(=O)c2cc1OC	i	i	i	i	i	i	i	i	i	i	i
26	CNC(=O)CN(C)S(=O)(=O)c1ccc(OC)c(Cl)c1	i	i	i	i	i	i	i	i	i	i	i
27	O=C(NC(=S)N1CCCCCC1)c1ccccc1Cl	i	i	i	i	i	i	i	i	i	i	i
28	COc1ccc(CNC(=O)COC(=O)c2cccs2)cc1	i	i	i	i	i	i	i	i	i	i	i
29	CC(c1ccccc1)n1c(CCCO)nc2ccccc21 (configuration not stated)	i	i	i	i	i	i	i	i	i	i	i
30	O=C(c1cccs1)n1nc(-c2ccc(Cl)cc2)nc1NCc1ccco1	i	i	i	i	i	i	i	i	i	i	i

The listing continues.
No.	SMILES	RGS4 inh	TRPC4 act	TRPC4 inh	TRPC4 potent	TMEM16A act	MrgX1 agonist	MrgX1 antag	TRPC6 inhibitor	ANO1 block	TRPC6 activator	MrgX1 PAM
31	O=C1/C(=C/C=C/c2ccco2)SC(=S)N1c1ccc(O)cc1	i	i	i	i	i	i	i	i	i	i	16*
32	COC(=O)c1sc2nc(CSc3nc4ccc(C)cc4[nH]3)[nH]c(=O)c2c1C	i	i	i	i	i	i	i	i	i	i	i
33	CCN1CCN(CCCNC(=O)c2cc3c(s2)-c2ccccc2OC3)CC1	i	i	i	i	i	i	i	i	i	i	i
34	CCN(CC)C(=O)CC(c1ccc(OC)cc1)c1c(OC)cc(OC)c2ccc(=O)oc12 (configuration not stated)	i	i	i	i	i	i	i	i	i	i	i
35	CCC(=O)N1CCN=C1SCc1ccccc1Cl	i	i	i	i	i	i	i	i	i	i	i
36	COCCn1c(C)cc(C(=O)COC(=O)CCS(=O)(=O)c2ccc(C)cc2)c1C	i	i	i	i	i	i	i	i	i	i	i
37	COc1ccc(-n2c(C)nn(C)c2=O)cc1	i	i	i	i	i	i	i	i	i	i	i
38	Cc1nc(N)sc1C(=O)Nc1ccccc1	x	x	x	x	i	i	i	x	i	x	i
39	OCCN(CCO)CC(O)CN1c2ccccc2Sc2ccccc21 (configuration not stated)	i	i	i	i	i	i	i	i	i	i	i
40	CC(C)n1c(O)c(N=NC(=O)CNC(=O)CCc2ccccc2)c2ccccc21	i	i	i	i	i	i	i	i	i	i	i
41	Cc1cc2nc(CS(=O)(=O)c3ccccc3)cc(=O)n2[nH]1	i	i	i	i	i	i	i	i	i	i	i
42	Cn1cccc1C(=O)NC(=O)COC(=O)c1cc(Cl)ccc1[N+](=O)[O-]	i	i	i	i	i	i	i	i	i	i	i
43	CCCN(CCC)C(=O)CSc1nc2n[nH]c(C)c2c(=N)n1-c1ccc(OC)cc1	i	i	i	i	i	i	i	i	i	i	i
44	CCCCCCC(=O)Nc1nc(C)c(-c2csc(Nc3ccc(Cl)cc3)n2)s1	i	i	i	i	i	i	i	i	i	i	i
45	O=c1cc(-c2ccccc2)oc2cc(OCc3ccccc3)cc(O)c12	i	i	i	i	i	i	i	i	i	i	i
46	COc1ccc(C(=O)/C=C/c2ccc(-c3ccccc3)cc2)cc1CSCC(=O)O	i	i	i	i	i	i	i	i	i	i	i
47	CN(Cc1ccccc1NCC(=O)Nc1ccccc1C#N)C1CCCCC1	i	i	-6*	i	i	i	i	i	i	i	i
48	COc1ccc(S(=O)(=O)N2CCOCC2)cc1C(=O)NC1CCCCC1	i	i	i	i	i	i	i	i	i	i	i
49	CCOC(=O)Nc1ccc(S(=O)(=O)Nc2cc(C)nc(C)n2)cc1	i	i	i	i	i	i	i	i	i	i	i
50	CCc1ccc(-n2c(CSc3nnnn3-c3ccccc3)nc3ccccc3c2=O)cc1	i	i	i	i	i	i	i	i	i	i	i
51	CS(=O)(=O)N(Cc1ccccc1)c1ccccc1C(=O)O	i	i	i	i	i	i	i	i	i	i	i
52	O=C(Cc1ccc(Cl)cc1)c1c[nH]c(C(=O)NCCCN2CCOCC2)c1	i	i	i	i	i	i	i	i	i	i	i
53	COCCC(=O)N1CCC(Oc2ccc(C(=O)N3CCC[C@H]3CO)cc2)CC1	i	i	i	i	i	i	i	i	i	i	i
54	Cc1nn(-c2ccccc2)c(Cl)c1/C=C(\CC(=O)O)c1nc2ccccc2s1	i	i	i	i	i	i	i	i	i	i	i
55	O=C(NCC1(c2ccccc2)CCOCC1)c1ccc(Br)o1	i	i	i	i	i	i	i	i	i	i	i
56	O=C(NCC1CCCCC1)c1cc2ccccc2cc1O	i	i	i	i	i	i	i	i	i	i	i
57	Cn1c(-c2ccc(Br)o2)nc2ccccc21	i	i	i	i	i	i	i	i	i	i	i
58	COc1cc(CC(=O)N2CCc3ccccc32)cc(OC)c1OC	i	i	i	i	i	i	i	i	i	i	i
59	Cc1cc(Cl)ccc1OC(C)C(=O)NCCCCc1ccccc1 (configuration not stated)	i	i	x	i	i	i	i	i	i	i	i
60	N=C1C(c2ccccc2)=C(O)C2CCc3ccccc3N12 (configuration not stated)	i	i	i	i	i	i	i	i	i	i	i

The results go on:
No.	SMILES	RGS4 inh	TRPC4 act	TRPC4 inh	TRPC4 potent	TMEM16A act	MrgX1 agonist	MrgX1 antag	TRPC6 inhibitor	ANO1 block	TRPC6 activator	MrgX1 PAM
61	CCOc1ccc2nc(NC3=NC(C)(C)C=C(C)N3)nc(C)c2c1	i	i	i	i	i	i	i	i	i	i	i
62	Cc1ccc(-c2c(C#N)c(N)nc3c2CCCCC3)o1	i	i	i	i	i	i	i	i	i	i	i
63	COc1ccc(-c2csc3ncnc(Cl)c23)cc1	i	i	i	i	i	i	i	i	i	i	i
64	CN(C(=O)CN1C(=O)S/C(=C\c2cccc(Cl)c2)C1=O)C1CCS(=O)(=O)C1 (configuration not stated)	i	i	i	i	i	i	i	i	i	i	i
65	CCC(=O)Nc1nnc(-c2ccccn2)o1	i	i	i	i	i	i	i	i	i	i	i
66	CC(C)c1ccc(N(C(=O)c2csnn2)C(C(=O)NC2CCCC2)c2ccncc2)cc1 (configuration not stated)	i	i	i	i	i	i	i	i	i	i	i
67	Cc1nc(NCCc2ccc(Cl)cc2)c2nnn(Cc3ccccc3)c2n1	i	i	i	i	i	i	i	i	i	i	i
68	O=C(/C=C/c1ccccc1)NC(=S)NNC(=O)c1cccnc1	i	i	i	i	i	i	i	i	i	i	i
69	O=C(NCCc1ccccc1F)C1CCC(=O)N(Cc2ccc(Cl)cc2)C1 (configuration not stated)	i	i	i	i	i	i	i	i	i	i	i
70	OCCCNc1nc(-c2ccc(Cl)cc2)nnc1-c1ccccc1	i	i	i	i	i	i	i	i	i	i	i

No enrichment for hits; overall some 5.8% were active at least once.
